Screening data: PubChem, Broad Institute
S100A4 inh HTS = inhibitors of human S100A4 binding to myosin IIA peptide; S100A4/TAMRA-MyoIIA peptide fluorescence polarization; inhibition, % at 10.7 µM; 360,000 compounds, 0.14% hits; AID 652163;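 active = mean inhibition of at least 70% across replicates, with every replicate also reaching that level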
Target sequence (P26447 whole entry, looked up): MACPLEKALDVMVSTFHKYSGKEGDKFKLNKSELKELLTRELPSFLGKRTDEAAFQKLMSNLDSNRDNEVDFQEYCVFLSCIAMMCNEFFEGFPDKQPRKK
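Material: S100A4 monomer protein / Buffer or medium: 50 mM HEPES pH 7.2, 10 mM CaCl2, 100 mM KCl / Times: 5 min incubation before reading / Benchmarks: neutral control DMSO, positive control TFP / Reagent: labelled myosin peptide probe, 5 nM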
ERAP1 inh = blocks human ERAP1 aminopeptidase activity | Q9NZ08 | 340,000 compounds, 0.15% hits | inhibition, % at 10.7 µM | AID 652197 | recombinant ERAP1, Leu-AMC fluorescence, 60 min;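 active = mean replicate inhibition of at least 30%, or all replicates individually reaching that 30% level; inactive = mean below 30% and not every replicate reaching it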;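 note: 0% = neutral control wells and 100% = L-leucinethiol positive control wells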
Target sequence (Q9NZ08 whole entry, looked up): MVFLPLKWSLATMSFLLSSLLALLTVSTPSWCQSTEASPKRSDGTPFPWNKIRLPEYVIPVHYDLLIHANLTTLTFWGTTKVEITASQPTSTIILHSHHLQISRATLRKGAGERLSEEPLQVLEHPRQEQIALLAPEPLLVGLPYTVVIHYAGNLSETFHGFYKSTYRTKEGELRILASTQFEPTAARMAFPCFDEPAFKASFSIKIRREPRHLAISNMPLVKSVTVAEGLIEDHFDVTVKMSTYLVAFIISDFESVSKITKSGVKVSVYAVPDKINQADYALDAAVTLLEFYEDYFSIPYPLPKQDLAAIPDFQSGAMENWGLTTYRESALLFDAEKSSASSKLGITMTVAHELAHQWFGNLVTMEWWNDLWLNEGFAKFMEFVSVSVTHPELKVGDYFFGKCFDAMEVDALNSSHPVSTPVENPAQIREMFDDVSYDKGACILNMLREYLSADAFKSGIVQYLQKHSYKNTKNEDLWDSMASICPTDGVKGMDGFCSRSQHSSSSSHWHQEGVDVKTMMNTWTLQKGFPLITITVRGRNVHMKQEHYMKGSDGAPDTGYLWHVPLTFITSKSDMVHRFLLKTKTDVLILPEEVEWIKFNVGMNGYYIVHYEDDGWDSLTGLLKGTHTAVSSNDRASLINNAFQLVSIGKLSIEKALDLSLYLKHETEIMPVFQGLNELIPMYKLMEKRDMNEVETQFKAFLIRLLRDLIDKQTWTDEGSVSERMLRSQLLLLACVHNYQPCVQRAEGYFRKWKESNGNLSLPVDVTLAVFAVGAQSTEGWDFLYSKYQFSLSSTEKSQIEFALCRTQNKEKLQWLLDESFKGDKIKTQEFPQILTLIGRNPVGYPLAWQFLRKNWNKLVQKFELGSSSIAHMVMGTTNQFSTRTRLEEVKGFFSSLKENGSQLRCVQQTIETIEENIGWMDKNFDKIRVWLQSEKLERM
PGC1a acetyl inh = PGC1a acetylation modulation, inhibitor mode. inhibition, % at 15.6 µM. 350,000 compounds, 0.17% hits. U2OS PGC1a acetylation, AlphaScreen anti-acetyl-lysine; with virally co-expressed GCN5 acetyltransferase;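 active = every replicate shows inhibition of at least 40%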;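 note: 0% = neutral control wells and 100% = positive control wells; some results beyond the cut were filed as inactive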
LGR2 inh = inhibitors of bursicon-induced Drosophila LGR2 receptor cAMP signaling. HEK293 LGR2, CRE-luciferase, bursicon-stimulated, 4 h. inhibition, % at 9.99 µM. 380,000 compounds, 0.35% hits;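 active = drop in luminescence signal, shown as inhibition above about 50% in the replicate tests, limit read from the data, passing the limit was not always enough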;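 note: agonist challenge used bursicon conditioned medium at about half maximal strength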
XiGFP reactiv = activators of X-chromosome reactivation in mouse fibroblasts. XiGFP mouse fibroblasts, % GFP-positive cells imaging, 3 d; cells co-treated with 5-aza-dC sensitizer; scaled so ellipticine positive control = 100%. activation, % at 7.58 µM. 360,000 compounds, 0.055% hits;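 active = mean normalized replicate activation at least 10% and every replicate at or above 10%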;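 note: 0% = median of on-plate neutral control wells and 100% = ellipticine 6 µM median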
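Assay system – SV40-immortalized XiGFP fibroblast cells, line 68-5-11 · Buffer or medium – DMEM supplemented with 5-aza-dC as sensitizing agent · Dosing – one concentration, pinned · Benchmarks – positive control ellipticine, 6 µM final · Times – 3 days compound exposure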
Statin myotox sup = suppressors of simvastatin-induced myotoxicity in C2C12 myotubes. ATP luminescence, 48 h; scaled: DMSO 0, geranylgeraniol control 100. AID 602340. rescue of ATP level, % at 7.49 µM. 330,000 compounds, 0.78% hits;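 active = mean ATP rescue above about 67%, or every replicate alone reaching that limit, limit read from the data, passing the limit was not always enough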;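 note: myotubes were challenged with 10 µM simvastatin during compound exposure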
SIRT5 block = inhibitors of human sirtuin-5 desuccinylase; Purified SirT5, succinyl-peptide AMC, trypsin-coupled fluorescence; AID 652115; 330,000 compounds, 1.1% hits; Q9NXA8; inhibition, % at 15 µM; in the data active = inhibition above about 15%
Cneo AK release = Cryptococcus neoformans lysis via adenylate kinase release; 360,000 compounds, 0.2% hits; C. neoformans lysis, adenylate kinase release luminescence, 4 h; normalised: neutral wells 0, clomiphene wells 100; lysis activity, % at 15 µM;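 active = mean lysis activity across replicates of at least 80%, whatever share of replicates individually reach that level; inactive = mean lysis activity below 80%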
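Schedule: static 4 h at 37 °C with compound, 1 h detection; system: C. neoformans cells; benchmarks: Clomiphene as positive control; buffer or medium: fresh YPD medium; measure: luminescence rise reflecting yeast cell lysis; measured by: luminescent adenylate kinase detection reagent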
* = called active by the depositor; . = no result given. Not all compounds are listed; rates above refer to the full screens.

SMILES	S100A4 inh HTS	ERAP1 inh	PGC1a acetyl inh	LGR2 inh	XiGFP reactiv	Statin myotox sup	SIRT5 block	Cneo AK release
CN1CCN(C(=O)C2CCN(S(=O)(=O)c3ccccc3[N+](=O)[O-])CC2)CC1	7.7	0.2	2.1	4.8	0.0	-0.6	-4.4	-1.4
CC(=O)c1ccc(N2CCN(C(=O)CCCn3c(=O)[nH]c4ccc(Br)cc4c3=O)CC2)cc1	-1.2	-0.7	-15.9	-0.3	-0.3	-6.7	5.3	.
CCC(C)CCN1C(N(C)C)=NC[C@@H]1CC(C)C (stereo partly drawn)	-0.8	.	-21.8	0.0	-0.4	-0.1	.	-1.7
COc1ccc(C#Cc2ccc([C@H]3[C@@H](CO)N4CCCCN(S(=O)(=O)c5cn(C)cn5)C[C@H]34)cc2)cc1	-8.9	-4.0	-2.7	-2.2	0.0	-4.0	-5.0	-3.8
COc1ccc(CN(C)C[C@H]2Oc3ccc(NC(=O)Cn4cnnn4)cc3CC(=O)N([C@H](C)CO)C[C@H]2C)cc1	-2.9	0.1	1.3	.	.	14.7	-3.1	-2.0
Cc1cccc(/C=C2/SC(=O)N(Cc3ccccc3)C2=O)n1	-2.4	-0.3	-4.5	-4.3	.	44.8	-2.0	5.0
O=C(O)c1ccc2c(=O)n3c(nc2c1)/C(=C/c1ccc(C(F)(F)F)cc1)CC3	-3.6	10.4	-3.4	1.9	0.2	4.1	3.5	1.9
CC(C)(C)C1=C(C#N)C(c2ccncc2)C(C#N)=C(N)O1 (stereo not drawn)	11.0	-1.5	.	7.6	0.0	2.4	-10.1	-1.7
CC(C)[C@H](NC(=O)c1cccc(S(=O)(=O)N2CCOCC2)c1)C(=O)OCC(=O)Nc1cccc(Br)c1	2.3	0.7	-9.6	11.3	-0.5	-0.6	0.9	0.4
COc1ccc2c(C)c(CCC(=O)NCCCN3CCCC3=O)c(=O)oc2c1C	-1.4	1.5	-1.3	.	.	0.7	-14.3	-8.0
Cc1cc(C)c2sc(N)nc2c1	-3.5	1.9	-12.2	5.6	0.0	-0.9	-7.8	-0.5
CCCC(CC)Sc1nc2c([nH]1)c(=S)n(C)c(=O)n2C (stereo not drawn)	4.5	2.5	1.0	4.7	0.9	1.7	-0.5	14.1
CC[C@@]12C(=O)N(c3ccccc3)C(=O)N1[C@H](c1ccc(Br)cc1)[C@@H]1C(=O)N(C(C)(C)C)C(=O)[C@@H]12	0.1	-3.3	-3.3	19.0	0.2	16.8	-0.8	8.0
Cn1c(=O)c2c(nc(Oc3cccc(Br)c3)n2C)n(C)c1=O	14.2	3.4	5.9	-10.1	0.0	25.1	-3.5	-1.6
CCC(C(=O)NCCN1CCOCC1)n1nc(C)n2c(cc3sccc32)c1=O (stereo not drawn)	5.3	-4.1	-8.3	-2.9	0.0	4.6	-1.1	4.0

Compound profiles (already shown).
CC(=O)c1ccc(N2CCN(C(=O)CCCn3c(=O)[nH]c4ccc(Br)cc4c3=O)CC2)cc1 is listed as S100A4 inh HTS: -1.2; ERAP1 inh: -0.7; PGC1a acetyl inh: -15.9; LGR2 inh: -0.3; XiGFP reactiv: -0.3; Statin myotox sup: -6.7; SIRT5 block: 5.3; Cneo AK release: .
Cc1cc(C)c2sc(N)nc2c1 is listed as S100A4 inh HTS: -3.5; ERAP1 inh: 1.9; PGC1a acetyl inh: -12.2; LGR2 inh: 5.6; XiGFP reactiv: 0.0; Statin myotox sup: -0.9; SIRT5 block: -7.8; Cneo AK release: -0.5

Further compounds follow:
SMILES	S100A4 inh HTS	ERAP1 inh	PGC1a acetyl inh	LGR2 inh	XiGFP reactiv	Statin myotox sup	SIRT5 block	Cneo AK release
Cc1cccc2c1cnn2C(=O)CCC(=O)NCc1ccc(F)cc1	0.5	0.9	0.6	19.3	0.3	0.8	.	0.1
Cc1ccc(NC(=O)CSc2nnc(C)n2C2CC2)cc1S(=O)(=O)N1CCOCC1	-26.2	1.2	.	11.2	-0.1	4.6	-6.1	1.3
CCCCCn1c(N)c(-c2nc3ccccc3o2)c2c([N+](=O)[O-])nn(C)c(=O)c21	-7.4	2.8	.	.	0.0	.	-2.6	.
O=C(NCCN1CCCCC1)Nc1cccc(F)c1	-10.6	-1.1	36.8	9.2	0.0	5.5	-3.1	1.9
N#CCC(=O)Nc1ccc(C(=O)N2CCN(c3ccccn3)CC2)cc1	4.9	-2.2	-4.7	-0.5	0.0	4.8	-14.4	6.3
COCC(=O)Nc1ccc2c(c1)C(=O)N(C)C[C@H](OC)[C@H](C)CN(Cc1ccccc1)[C@H](C)CO2	10.5	0.5	1.8	-12.3	0.0	3.8	6.7	-0.2
CC(=O)N1C(=O)/C(=C2\SC(=S)N(NS(=O)(=O)c3ccc(C)cc3)C2=O)c2ccccc21	-4.3	9.4	.	-7.3	0.2	.	-1.1	.
Cc1cc(C)n(-c2ccc(C(=O)N3CCN(S(=O)(=O)c4ccc(C(C)C)cc4)CC3)cc2)n1	-1.6	-2.0	-6.4	-26.1	0.0	-4.1	-6.6	1.5
Nc1nc(SCC(=O)Nc2ccc([N+](=O)[O-])cc2)n[nH]1	1.1	0.1	0.9	3.1	0.2	.	.	.
COc1ccc(-n2nc(C(=O)NCC(=O)NCc3ccccc3OC)c3ccccc3c2=O)cc1	-4.9	0.0	.	15.1	0.2	-37.7	0.2	1.6
O=C(O)CN1CCN(Cc2ccccc2)C1=O	.	.	7.9	3.3	.	0.6	.	-1.8
N#C[C@H]1[C@@H](c2ccccc2C2=CCCC2)[C@@H](CO)N1C(=O)CN1CCOCC1	0.0	-2.0	-0.9	4.8	0.1	.	-2.5	.
O=c1c(-c2ccc(F)cc2)[n+]([O-])c2ccccc2n1OCc1ccccn1	-4.4	-4.9	-4.2	1.3	0.0	1.8	0.6	-0.3
O=C1c2ccccc2C(=O)N1CC(O)COc1ccc(Cl)cc1 (stereo not drawn)	-5.4	1.7	.	-3.4	0.0	11.0	-1.1	-2.6
CC(C)c1ccc(N2C(=O)C3C4C=CC(CC4)C3C2=O)cc1 (stereo not drawn)	6.8	1.1	8.8	-18.3	0.4	-6.4	3.6	-3.6

Continued; the last 2 above are carried over.
SMILES	S100A4 inh HTS	ERAP1 inh	PGC1a acetyl inh	LGR2 inh	XiGFP reactiv	Statin myotox sup	SIRT5 block	Cneo AK release
O=C1c2ccccc2C(=O)N1CC(O)COc1ccc(Cl)cc1 (stereo not drawn)	-5.4	1.7	.	-3.4	0.0	11.0	-1.1	-2.6
CC(C)c1ccc(N2C(=O)C3C4C=CC(CC4)C3C2=O)cc1 (stereo not drawn)	6.8	1.1	8.8	-18.3	0.4	-6.4	3.6	-3.6
O=C(OCc1nc2scc(-c3ccccc3)c2c(=O)[nH]1)c1cc([N+](=O)[O-])ccc1Cl	0.1	1.0	.	10.7	0.0	.	-1.6	.
Cc1ccc([C@H]2C[C@@H](O)[C@H](n3cc(C4CC4)nn3)CN2Cc2cccs2)cc1	-2.9	.	-10.0	3.0	0.2	7.2	-3.9	-0.9
CC(C)CNC(=O)[C@@H]1c2ccccc2C(=O)N(CC23CC4CC(CC(C4)C2)C3)[C@H]1c1ccc(CO)cc1	1.9	-0.1	-7.6	.	.	.	3.7	-3.1
Cc1cccc([C@@H]2[C@@H]3C(=O)N(Cc4ccccc4)C(=O)[C@@H]3[C@]3(Cc4ccccc4)C(=O)N(c4cccc(F)c4)C(=O)N23)c1	4.1	6.2	.	1.8	-0.1	9.6	6.2	2.6
O=c1cc[nH]c2ccc(Cl)cc12	1.7	-5.0	.	-8.3	0.0	5.7	.	0.1
Cc1cc(Cl)cc(Cl)c1OCCOCCN(C)C	2.7	9.1	5.1	20.2	0.0	-2.7	-2.7	2.8
CC(Oc1ccccc1C(N)=O)C(=O)Nc1ccc(S(=O)(=O)N2CCCC2)cc1 (stereo not drawn)	7.2	2.4	2.8	13.2	-0.1	10.4	-0.5	0.9
C[C@@H]1CN([C@@H](C)CO)C(=O)Cc2cc(NS(=O)(=O)c3ccc(F)cc3)ccc2O[C@@H]1CN(C)C(=O)Nc1ccc2c(c1)OCO2	.	.	-9.9	2.7	0.3	-5.6	.	.
Cc1cc(Br)cc(Br)c1OCC(=O)NNC(=O)c1ccoc1C	-20.8	-1.3	.	-0.9	0.4	-4.4	-1.3	-2.6
CO[C@@H]1CN(C)C(=O)c2cc(NC(=O)C3CCCCC3)ccc2OC[C@H](C)N(C)C[C@@H]1C	9.8	1.5	.	-7.9	-0.2	-5.9	-6.9	-0.6
Cc1ccc(S(=O)(=O)N[C@@H]2C=C[C@@H](CC(=O)NCc3ccncn3)O[C@H]2CO)cc1	10.3	-1.6	3.5	1.2	0.0	-5.2	-2.5	-6.1
Cc1ccc2ccccc2c1COC(=O)c1nonc1N	5.0	0.1	0.7	7.7	.	-5.8	-1.7	-1.2
C[C@H]1CN([C@@H](C)CO)C(=O)Cc2cc(NC(=O)Nc3ccccc3)ccc2O[C@H]1CN(C)S(=O)(=O)c1cn(C)cn1	1.4	1.0	-9.4	3.7	-0.4	-25.5	-7.2	2.8
O=C(C[C@@H]1C[C@H]2c3cc(NC(=O)c4cccnc4)ccc3O[C@H]2[C@@H](CO)O1)NCc1cccc(F)c1	-14.8	-0.3	-0.5	-2.3	0.5	4.2	-0.2	0.8
CC1CN(C(=O)c2cccc(S(=O)(=O)N3CCN(c4ccc(F)cc4)CC3)c2)CC(C)O1 (stereo not drawn)	0.1	2.3	-5.2	5.9	0.1	.	-2.9	-1.6
COc1ccc(-c2nnc(NC(=O)CS(=O)(=O)c3ccc(F)cc3)o2)c(OC)c1	-2.7	4.8	1.8	-3.5	0.2	7.7	0.1	.
CCCCCCCNC(=O)C1(CC2CC(c3ccccc3)=NO2)CCN(C(=O)OC(C)(C)C)CC1 (stereo not drawn)	-7.4	-0.7	-22.9	-71.8	0.0	-12.3	16.6*	-3.4
CNc1ccc(S(=O)(=O)NC)cc1[N+](=O)[O-]	-2.4	5.7	.	15.6	0.2	.	0.0	.
Cc1ccccc1C(=O)Nc1ccc(C(=O)N/N=C/c2ccc(O)c(Br)c2)cc1	-1.1	2.2	.	-20.0	0.2	.	5.8	.
O=C(O)CCC1COc2ccccc2O1 (stereo not drawn)	.	.	-9.2	19.5	.	-4.6	.	2.7
COC(=O)Cn1c(=NC(=O)CN2C(=O)CCC2=O)sc2cc(S(N)(=O)=O)ccc21	.	.	6.2	-1.7	-0.1	.	.	8.1
CCN(CC)S(=O)(=O)c1cc(NC(=O)CCn2[nH]c(=O)ccc2=O)ccc1C	2.1	0.1	-16.3	.	0.0	8.0	-1.6	-0.5
CCOC(=O)Cn1c(=O)oc2cc(S(=O)(=O)Nc3ccc(F)cc3)ccc21	-1.1	3.7	-1.5	-2.2	-0.1	3.0	0.2	2.1
Cc1nn(-c2ccc(NC(=O)c3ccncc3)cc2)c(C)c1Cl	-7.4	1.1	.	11.6	0.1	-12.6	-2.8	2.5
CCc1nc2c(OCC(=O)C(C)(C)C)cccn2c1N(C)C(=O)Nc1ccccc1OC	-4.3	2.1	-17.7	-2.0	0.0	-4.8	-0.7	-3.0
CC(c1nc2ccccc2c(=O)[nH]1)N(C)CCOc1ccc(Cl)cc1 (stereo not drawn)	-5.9	-0.6	-2.1	-11.6	-0.1	.	0.6	2.7
COC(=O)C1=C(C)Nc2sc(C(N)=O)c(N)c2C1c1ccncc1 (stereo not drawn)	1.2	12.6	3.0	0.8	0.1	-2.8	-2.8	-1.9
